Pemphigus Ab inh = human desmoglein-3 autoantibody binding inhibition | DSG3-coupled beads, scFv-anti-DSG3-GFP binding, flow cytometry; stronger effect = lower value | binding (percent of control), % at 10 µM | 310,000 compounds, 0.48% hits | AID 588358;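 active = binding more than 3 SD below its plate's average and above zero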;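 also: hits lower antibody fragment binding to DSG3; some compounds called inactive have numbers as strong as hits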
SUMO Mot1 rescue = SUMOylation pathway inhibition by Mot1-301 growth rescue | S. cerevisiae Mot1-301 growth rescue, ATP luminescence, 38.5C; percent above DMSO median, 100 means doubled | AID 2716 | 320,000 compounds, 1% hits | growth rescue, % at 18.8 µM;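 active = every valid replicate shows activation above 250% relative to neutral control wells; inactive = the rest, any valid replicate at or below 250%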;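 also: OY570 slx delta 5 strain wells were the positive control but not used for scaling; some compounds called inactive have numbers as strong as hits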
PKA-R1A activ = activators of PKA-R1A complex; P00514+P68181; PKA-R1A dissociation, Cy5-IP20 fluorescence polarization; scaled: DMSO 0%, 113 µM cGMP 100%; activation, % at 11.4 µM; 340,000 compounds, 0.083% hits; AID 504707;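 active = percent activation above the mean of all tested compounds plus 3 SD, cut at about 19% in these data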;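 also: higher means more PKAc released from R1A so a rise in polarization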
CDK5 p35 inh = blocks human CDK5/p35 kinase activity; Recombinant CDK5/p35, ADP-Glo luminescence, 60 min; inhibition, % at 10 µM; 330,000 compounds, 0.01% hits; AID 488839;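 active = highest replicate inhibition of at least 50% and at least 75% of replicates reaching 50%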;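 also: plate controls were DMSO neutral control for no effect and GW8510 at 10 µM for full effect; many of its hits are not listed in these tables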
NSD2 HMT inh = blocks human histone methyltransferase NSD2; inhibition, % at 12.5 µM; 310,000 compounds, 0.54% hits; O96028; NSD2 peptide methylation, AlphaScreen, 120 min; in the data active = inhibition above about 50%
Arr AP2 block = blocks beta-arrestin peptide binding to AP2 adaptin | FITC-arrestin peptide / GST-AP2 beads, flow cytometry; AP2 beta2 appendage carries R879A mutation | AID 504490 | 340,000 compounds, 0.31% hits | inhibition, % at 10 µM;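 active = inhibition above a set limit, near 3 SD of compounds lacking own fluorescence, cut at about 54% in these data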;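 also: plate controls were DMSO wells for no effect and 5 µM unlabelled arrestin peptide for full effect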
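Measured by: flow cytometry, FL1 (488/535 nm); Material: AP2 appendage R879A on GSH beads; Evaluation: percent response; Timing: pre-incubation 12 min, peptide binding 1 h, room temperature; Also added: 50 nM FITC-arrestin peptide; Medium: PBS with 0.05% Tween 20 and 0.1% BSA.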
PKA-R2B act = activates the human PKA-R2B holoenzyme complex; activation, % at 11.4 µM; P22694+P31323; PKA-R2B holoenzyme dissociation, Cy5-IP20 fluorescence polarization; R2B truncated from residue 108, S112A mutant; 0% DMSO only, 100% 113 µM cGMP; AID 504700; 340,000 compounds, 0.079% hits;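 active = activation above a cutoff set at the mean over all compounds plus 3 SD, cut at about 18% in these data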;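 also: higher means more holoenzyme dissociation and a rise in polarization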
Target sequence (P31323 whole entry, looked up, other chains not shown, the tested form may be a part): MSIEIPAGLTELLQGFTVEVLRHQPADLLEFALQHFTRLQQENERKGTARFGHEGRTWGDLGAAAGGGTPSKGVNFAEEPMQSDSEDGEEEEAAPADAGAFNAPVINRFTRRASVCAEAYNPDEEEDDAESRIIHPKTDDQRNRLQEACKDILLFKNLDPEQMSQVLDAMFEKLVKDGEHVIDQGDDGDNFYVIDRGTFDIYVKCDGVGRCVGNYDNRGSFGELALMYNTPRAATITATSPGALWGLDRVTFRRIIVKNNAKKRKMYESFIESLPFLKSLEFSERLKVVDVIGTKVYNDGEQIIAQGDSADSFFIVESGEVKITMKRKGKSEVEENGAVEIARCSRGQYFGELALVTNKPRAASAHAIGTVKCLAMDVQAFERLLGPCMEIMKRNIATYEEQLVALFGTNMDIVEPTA
SR-BI uptake up = activators of SR-BI mediated HDL lipid uptake | CHO ldlA[mSR-BI] cells, DiI-HDL uptake fluorescence, 3 h; 100 = double the neutral-control signal | activation, % at 12.5 µM | 320,000 compounds, 0.096% hits | AID 504775;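 active = mean replicate activation of at least 60% and every replicate at or above 60%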;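 also: 0% = median plate neutral-control signal and 100% = twice that signal; values of inactives mirror those of a sister screen read the other way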
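material = CHO ldlA[mSR-BI] cells | medium = Ham's F12 with 0.5% BSA, HEPES 25 mM, pH 7.4 | reagent = fluorescent DiI-HDL, 10 µg/mL final | compound dosing = single-point compound dose | incubation = 3 h, 37 °C | measured by = bottom-read fluorescence, 550/595 nm | measure = HDL uptake via cellular fluorescence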
dFosB act = mouse delta FosB homodimer activation. P13346. purified delta FosB, TAMRA-CDK5 oligo fluorescence polarization; percent of positive-control signal above neutral wells. activation, % at 25 µM. 340,000 compounds, 0.99% hits. AID 493131;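 active = mean activation above about 17%, with every replicate also reaching it, limit read from the data, passing the limit was not always enough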;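 also: fluorescence polarization rise as delta FosB binds a TAMRA Cdk5 AP-1 oligo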
SR-BI DiI inh = mouse SR-BI HDL lipid transfer inhibition. Q61009. ldlA[mSR-BI] CHO cells, DiI-HDL uptake fluorescence, 3 h. inhibition, % at 12.5 µM. 320,000 compounds, 0.96% hits;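 active = mean replicate inhibition of at least 70% and a set share of replicates each scoring 70 or more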;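 also: 0% = median of neutral control wells and 100% = median of positive control wells; values of inactives mirror those of a sister screen read the other way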
Target sequence (Q61009 whole entry, looked up): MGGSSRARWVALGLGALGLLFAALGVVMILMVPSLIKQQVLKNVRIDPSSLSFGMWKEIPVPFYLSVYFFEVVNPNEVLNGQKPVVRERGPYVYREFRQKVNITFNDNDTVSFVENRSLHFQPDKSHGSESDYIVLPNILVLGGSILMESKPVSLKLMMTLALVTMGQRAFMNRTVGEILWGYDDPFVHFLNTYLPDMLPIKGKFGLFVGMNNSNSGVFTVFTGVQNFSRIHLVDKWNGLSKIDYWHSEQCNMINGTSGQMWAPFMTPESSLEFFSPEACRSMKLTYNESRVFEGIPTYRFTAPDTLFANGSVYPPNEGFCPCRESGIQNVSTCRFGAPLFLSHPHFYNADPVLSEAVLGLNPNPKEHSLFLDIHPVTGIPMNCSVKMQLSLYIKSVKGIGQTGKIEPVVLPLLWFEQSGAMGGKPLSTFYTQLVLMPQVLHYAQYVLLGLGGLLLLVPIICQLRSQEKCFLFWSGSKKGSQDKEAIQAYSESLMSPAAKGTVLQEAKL
MITF act = increases MITF-driven TRPM1 promoter luciferase signal | SK-MEL-5 TRPM1-promoter luciferase, 24 h; % of positive control, neutral wells = 0 | activation, % at 12.5 µM | 300,000 compounds, 0.75% hits;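 active = mean activation of at least 80% with every replicate also reaching 80%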;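 also: 0% = neutral control wells and 100% = parthenolide positive control wells; values of inactives mirror those of a sister screen read the other way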
* hit, by the source's call; . = no result given.

| Pemphigus Ab inh | SUMO Mot1 rescue | PKA-R1A activ | CDK5 p35 inh | NSD2 HMT inh | Arr AP2 block | PKA-R2B act | SR-BI uptake up | dFosB act | SR-BI DiI inh | MITF act | compound |
| --- | --- | --- | --- | --- | --- | --- | --- | --- | --- | --- | --- |
| 109 | 14 | -1 | -1.9 | -2 | 4 | -14 | -13 | 3 | 13 | 8 | COC(=O)Cc1ccc(NC(=O)c2ccccc2Cl)cc1 |
| 95 | 0 | 0 | -0.2 | 2 | -9 | -3 | 14 | -7 | -14 | 2 | CCN(CC)S(=O)(=O)c1ccc(OC)c(NC(=O)c2cn(CC)c3nc(C)ccc3c2=O)c1 |
| 99 | 4 | -10 | 0.6 | 1 | -8 | -2 | -19 | 0 | 19 | 68 | N=C1S/C(=C\c2cn[nH]c2-c2ccc(F)cc2)C(=O)N1c1ccccc1F |
| -8.2* | 19 | 3 | 2.7 | -1 | 0 | 9 | -26 | -3 | 26 | . | O=C(Nc1ccc2c(c1)oc1ccccc12)c1ccncc1 |
| 96 | -5 | 7 | 0.3 | 6 | -1 | -2 | -8 | -6 | 8 | 59 | Cc1ccc(NC(=O)C2COc3ccccc3O2)cc1C (configuration not stated) |
| 96 | 24 | -5 | 0.8 | -1 | -2 | -3 | -17 | -5 | 17 | -4 | O=C(COC(=O)c1cccc(S(=O)(=O)N2CCCCCC2)c1)Nc1ccccc1C(F)(F)F |
| 108 | 12 | 5 | -4.4 | 0 | 11 | 5 | 9 | 5 | -9 | . | O=C1CNC(=S)N1c1nc2ccccc2s1 |
| 99 | -12 | -9 | 1.6 | 4 | 14 | 11 | 0 | 3 | 0 | -1 | O=C1CC2(CCCCC2)Oc2ccc(O)cc21 |
| . | . | -8 | -1.6 | -2 | 27 | 2 | 10 | 0 | -10 | 17 | CN(C(=O)c1cccc(OC2CCN(S(=O)(=O)N(C)C)CC2)c1)C1CCOC1 (configuration not stated) |
| 95 | -12 | -3 | -0.7 | . | -4 | -11 | -1 | 2 | 1 | 1 | COC(C[C@@H]1O[C@@H]1[C@H](O)[C@@H](C)OCc1ccccc1)OC |
| 110 | 104 | 1 | -1.3 | . | 21 | -11 | 12 | -14 | -12 | -45 | COC(=O)C1=C(C)N(Cc2ccccc2)C(=NCc2ccccc2)N[C@H]1c1cccc(F)c1 |
| 105 | -22 | 0 | -1.6 | -5 | 0 | 4 | 23 | 3 | -23 | 1 | Cc1ccc(OC(=O)c2ccc(C)c([N+](=O)[O-])c2)cn1 |
| 104 | -20 | -4 | -1.5 | . | -1 | 2 | 4 | 11 | -4 | 4 | CC(C)Sc1nc2c(cnn2-c2ccccc2)c(=O)[nH]1 |
| 97 | -11 | . | -0.4 | -2 | 19 | . | -3 | -1 | 3 | -1 | O=C(c1cccc([N+](=O)[O-])c1)c1ccc2c(c1)C(=O)NC2=O |
| 100 | -14 | -1 | 0.3 | 1 | 10 | -5 | 0 | -7 | 0 | -5 | CCN(CC)CCN1C(=O)C(=O)/C(=C(/O)c2ccc(S(=O)(=O)N3CCOCC3)cc2)C1c1ccc(C)cc1 (configuration not stated) |
| 108 | 2 | 7 | 0.3 | -6 | -4 | -4 | 30 | 2 | -30 | -3 | Cc1nn(C)cc1/C=N/NC(=O)CSc1ccccn1 |
| . | -16 | -4 | -0.2 | 7 | 26 | 4 | 39 | 1 | -39 | . | COC(=O)C(C(=O)OC)C(C[N+](=O)[O-])c1ccc(OC)cc1 (configuration not stated) |
| 93 | 2 | 4 | -0.3 | 0 | -14 | -2 | -7 | -1 | 7 | 4 | CCC1CCCCN1C(=O)CSc1nnc(N)s1 (configuration not stated) |
| 107 | -4 | 1 | 0.3 | -4 | 21 | 1 | . | 2 | . | . | CN(C)S(=O)(=O)c1ccc(C(=O)Nc2cc3c(cc2C(=O)O)OCCCO3)cc1 |
| 102 | 287* | -1 | 0.5 | 4 | 3 | -5 | 2 | 1 | -2 | -51 | CCOc1ccc(C(=O)C(CN2CCOCC2)c2ccccc2)cc1 (configuration not stated) |

3 of the compounds above, with tabs:
molecule	Pemphigus Ab inh	SUMO Mot1 rescue	PKA-R1A activ	CDK5 p35 inh	NSD2 HMT inh	Arr AP2 block	PKA-R2B act	SR-BI uptake up	dFosB act	SR-BI DiI inh	MITF act
CCC1CCCCN1C(=O)CSc1nnc(N)s1 (configuration not stated)	93	2	4	-0.3	0	-14	-2	-7	-1	7	4
O=C(Nc1ccc2c(c1)oc1ccccc12)c1ccncc1	-8.2*	19	3	2.7	-1	0	9	-26	-3	26	.
COC(=O)Cc1ccc(NC(=O)c2ccccc2Cl)cc1	109	14	-1	-1.9	-2	4	-14	-13	3	13	8

Returning to the listing; the four compounds before the break are reprinted first.
| Pemphigus Ab inh | SUMO Mot1 rescue | PKA-R1A activ | CDK5 p35 inh | NSD2 HMT inh | Arr AP2 block | PKA-R2B act | SR-BI uptake up | dFosB act | SR-BI DiI inh | MITF act | compound |
| --- | --- | --- | --- | --- | --- | --- | --- | --- | --- | --- | --- |
| . | -16 | -4 | -0.2 | 7 | 26 | 4 | 39 | 1 | -39 | . | COC(=O)C(C(=O)OC)C(C[N+](=O)[O-])c1ccc(OC)cc1 (configuration not stated) |
| 93 | 2 | 4 | -0.3 | 0 | -14 | -2 | -7 | -1 | 7 | 4 | CCC1CCCCN1C(=O)CSc1nnc(N)s1 (configuration not stated) |
| 107 | -4 | 1 | 0.3 | -4 | 21 | 1 | . | 2 | . | . | CN(C)S(=O)(=O)c1ccc(C(=O)Nc2cc3c(cc2C(=O)O)OCCCO3)cc1 |
| 102 | 287* | -1 | 0.5 | 4 | 3 | -5 | 2 | 1 | -2 | -51 | CCOc1ccc(C(=O)C(CN2CCOCC2)c2ccccc2)cc1 (configuration not stated) |
| . | -16 | 2 | 0.7 | -1 | 5 | -6 | -10 | 1 | 10 | -4 | COc1cccc(CC2(CO)CCCN(Cc3ccc(-c4ccco4)cc3)C2)c1 (configuration not stated) |
| 110 | 216 | 2 | 1.2 | 3 | 14 | 6 | -22 | -10 | 22 | -10 | COc1ccc(CCN(C)C(=O)Cc2ccc(-c3ccccc3)cc2)cc1OC |
| 106 | 40 | -11 | -0.1 | -1 | 19 | 1 | 41 | 1 | -41 | . | COc1ccc2nc(/N=C\N(C)C)sc2c1 |
| 103 | 4 | 8 | -1.3 | 13 | -4 | 10 | -54 | -15 | 54 | 18 | CCN(CC)CCNC(=O)c1ccc(NC(=O)c2c(C)nn(-c3ccc(F)cc3)c2Cl)cc1 |
| 101 | -2 | 8 | 0.6 | . | 4 | -4 | -60 | -3 | 60 | -4 | CCC(CO)Oc1cc(NC(=O)c2cccc(Cl)c2)c2ncn(C(C)C)c2c1 (configuration not stated) |
| 136 | -2 | -4 | -0.8 | 0 | -5 | -4 | . | -3 | . | 3 | O=C(CSc1nncn1-c1cccnc1)Nc1cccc([N+](=O)[O-])c1 |
| 90 | -8 | 8 | -0.3 | -2 | 12 | 2 | 7 | -6 | -7 | 3 | CC(C)CC(=O)N1CCN(Cc2ccccc2Cl)CC1 |
| 105 | 285 | -14 | -0.2 | 1 | 22 | -11 | 13 | -2 | -13 | -7 | CN(CC(=O)NNC(=O)Cc1ccccc1F)S(=O)(=O)c1ccc(Cl)cc1 |
| 93 | . | -8 | 0.2 | 0 | 26 | -13 | -3 | 1 | 3 | . | CC(=O)N1CCCc2cc(S(=O)(=O)N(C)CCC#N)ccc21 |
| 107 | -16 | -9 | -0.4 | 5 | -7 | -3 | -10 | -2 | 10 | -3 | CN(C)/C=C/C=C1C(=O)CCCC1=O |
| 79 | 10 | 7 | -1.2 | 1 | 32 | 5 | 11 | -3 | -11 | -3 | CCOc1ccc(/C(O)=C2/C(=O)C(=O)N(Cc3cccnc3)C2c2ccc(N(C)C)cc2)c(C)c1 (configuration not stated) |
| 103 | 99 | 1 | 0.9 | . | -2 | 1 | -37 | 3 | 37 | 1 | CCOc1ccc(/C=N/NC(=O)c2ccccc2O)cc1CN1CC2CC(C1)c1cccc(=O)n1C2 (configuration not stated) |
| 106 | 169 | -2 | -0.5 | 2 | 2 | -12 | -62 | -1 | 62 | -2 | COC(=O)c1cccc(NC(=S)NCCC2=CCCCC2)c1 |
| 103 | -4 | -9 | -0.8 | . | 1 | -1 | 43 | -13 | -43 | . | Cc1ccc2oc(=O)c3cnn(CC(=O)N4CCN(c5ccccn5)CC4)c3c2c1 |
| 100 | -1 | -3 | 1.2 | . | -8 | -16 | 14 | 5 | -14 | 8 | COC(=O)[C@@H]1C[C@@]2(O)[C@H](O)[C@H](O)[C@H](O)C[C@H]2N1Cc1ccc(C(F)(F)F)cc1 |
| 93 | . | 7 | -1.0 | 1 | 0 | -7 | -24 | -5 | 24 | -27 | CCOC(=O)c1sc(NC(=O)c2cc(-c3ccc(C)cc3)nc3ccccc23)c(C#N)c1C |
| 109 | 0 | 0 | 0.3 | 1 | 37 | 0 | -4 | -3 | 4 | -35 | CCCCCCc1cc2cc(C(=O)Nc3cccc(OC)c3)c(=O)oc2cc1O |
| . | -16 | -1 | 0.9 | 2 | 29 | -9 | 2 | -4 | -2 | -12 | C/C(=N\NC(=S)Nc1ccccc1C)C1Cc2ccccc2C(=O)O1 (configuration not stated) |
| 102 | 0 | -5 | 0.8 | . | 0 | 6 | 9 | -6 | -9 | . | Cn1cc(SCC(=O)Nc2nccs2)c2ccccc21 |
| 97 | 16 | -28 | -6.1 | 2 | -4 | -5 | -4 | -19 | 4 | . | CCn1c(SCC(=O)c2ccc(NS(=O)(=O)c3ccccc3)cc2)nnc1-c1cccs1 |
| 92 | -9 | -5 | 1.6 | -3 | -8 | -8 | 1 | 2 | -1 | 42 | Cc1ccnc(SCC(=O)c2ccc(Br)s2)n1 |
| 110 | -7 | 0 | 1.0 | 1 | 34 | -6 | -10 | -8 | 10 | 16 | O=C(C1=C(O)C(=O)N(CCc2ccccc2)C1c1cccs1)c1ccco1 (configuration not stated) |

Screening data from PubChem.
